# Growth percent in the NCI-60 one-dose screen (48 h, 10 µM unless noted): 100 = growth as untreated, 0 = no growth, -100 = all killed.
# CAKI-1 = CAKI-1 renal cancer; actives 4.7% (n = 75,000)
# TK-10 = TK-10 renal cancer cells; actives 3.9% (n = 81,000); AID 1794769
# ACHN = ACHN renal cancer | actives 4.9% (n = 81,000)
# A498 = A498 renal cancer cells | AID 1794774 | actives 5.4% (n = 76,000)
# OVCAR-8 = OVCAR-8 ovarian cancer; actives 4.4% (n = 81,000); AID 1794782
# OVCAR-5 = OVCAR-5 ovarian cancer | actives 2.9% (n = 82,000) | AID 1794783
# RXF 393 = RXF 393 renal cancer cells | actives 6.9% (n = 77,000)
# OVCAR-3 = OVCAR-3 ovarian cancer; actives 7% (n = 79,000)
# * hit, by the source's call; · = not tested or not shown; & = joins results of further samples; ! = not active in a repeat. Rule for the calls: active = growth percent below 10; inactive = the rest.
SMILES,CAKI-1,TK-10,ACHN,A498,OVCAR-8,OVCAR-5,RXF 393,OVCAR-3
CC(O)C(N)C(=O)O (stereo not drawn),·,112.4,98.0,104.0,97.7,105.4,106.6,104.0
O=C(CCl)Nc1ccc2c(c1)C(=O)c1ccccc1C2=O,0.2*,-27.9*,-67.8*,44.0,-27.3*,18.6,39.8,-87.1*
Cc1ccc2nc3nc4no[nH]c4nc3c2c1Br,85.9,132.8,77.7,70.7,101.1,101.3,89.4,86.5
O=C1c2ccccc2C(=O)c2sc(Nc3cccc(Cl)c3)nc21,70.4,147.0,-52.8*,79.3,1.5*,-67.4*,-11.5*,-34.3*
COc1cc2c3c(c(=O)oc2cc1OS(=O)(=O)c1ccc(C(F)(F)F)cc1)CCCCCC3,90.3,95.3,94.7,48.7,96.4,93.1,·,104.9
CC(=O)Nc1ccc(Br)c(NC(C)=O)n1,99.5,101.0,100.7,113.7,101.9,94.8,102.8,107.2
Cn1ccc2c1CC1CN(Cc3ccco3)C(=O)C1C2C(=O)O (stereo not drawn),94.1,102.0,105.4,98.3,106.0,95.0,111.4,103.4
N#Cc1cnc(OC2CC(N)C2)nc1-n1cnc2ccccc21 (stereo not drawn),77.8,98.8,93.3,82.0,99.6,102.2,99.3,101.4
CCCCCCCCCCCCC1CCCC(C)C1 (stereo not drawn),88.2,94.2,95.5,98.5,102.4,105.2,109.4,108.4
CN1C=Nc2c(ncn2C2CCC(CO)O2)C1O (stereo not drawn),102.5,98.4,107.6,111.6,111.2,103.4,92.7,102.7
Cn1cc(-c2csc(-c3c[nH]c4ccccc34)n2)c2ccnc(Cl)c21,66.1,77.4,54.2,53.8,78.3,127.2,43.5,81.0
Cc1ccc(C(=O)CSc2n[nH]c(-c3ccncc3)n2)cc1,91.9,103.6,100.6,72.9,101.9,103.0,97.2,113.5
CC1(C)Oc2cc3oc(=O)ccc3cc2C[C@@H]1OCCOS(=O)(=O)c1ccccc1,88.3,103.4,103.5,93.5,94.0,104.6,·,104.2
Nc1nc2c(s1)C[C@@H](NC(=S)Nc1ccc(Cl)cc1Cl)CC2,·,109.1,89.5,84.2,91.5,102.0,107.2,87.7
O=C1OC(=O)C2CC(c3ccccc3)=CCC12 (stereo not drawn),·,96.1,103.7,107.1,105.7,101.7,117.1,103.3
COc1ccc2cc(-c3ccc(C(=O)N/N=C/c4ccc(OC)c(OC)c4)c(C)n3)ccc2c1,108.4,109.9,96.2,96.2,109.4,102.6,103.8,106.0
O=C(O)C1=C(C(=O)O)C2C=CC1C2,96.7,102.0,107.0,89.7,106.9,104.2,109.7,116.0
O=[N+]([O-])c1ccc2c(c1)Cc1ccccc1-2,99.0,·,94.2,82.4,98.9,91.3,109.0,102.6
O=C(O)c1ccc(-n2cc(CNc3ccc(Br)cc3)c(-c3ccc(O)cc3)n2)cc1,·,100.1,99.3,·,103.7,107.5,115.6,98.3
CCOC(=O)c1ccc(N2C(=O)CC(n3c(O)c(C=Nc4cccnc4)sc3=S)C2=O)cc1 (stereo not drawn),95.2,100.0,104.8,·,99.6,102.8,95.0,113.1
Cc1ccc(-c2nc([P+](c3ccccc3)(c3ccccc3)c3ccccc3)c(N3C[C@H]4C[C@H](C3)c3cccc(=O)n3C4)o2)cc1,98.5,98.8,108.5,·,86.6,105.4,79.8,54.0
COc1ccc(/C(O)=C2\C(=O)C(=O)N(CCCn3ccnc3)C2c2cccc(Oc3ccccc3)c2)cc1 (stereo not drawn),108.8,108.8,138.3,104.1,90.5,80.0,90.9,113.6
O=C(c1ccc(OCCN2CCOCC2)cc1)C1[C@H](c2ccc(Cl)cc2)[C@@H](c2ccccc2)NC12C(=O)Nc1ccc(Cl)cc12 (stereo partly drawn),14.8,49.7,9.9*,88.0,39.0,50.5,2.6*,40.4
CCCO[C@@]12Oc3cc(OC)cc(OC)c3[C@]1(O)[C@@H](O)C[C@H]2c1ccccc1,102.6,94.3,97.5,103.3,104.6,92.8,106.5,122.1

# Reformatted: six of the compounds above
Structure | CAKI-1 | TK-10 | ACHN | A498 | OVCAR-8 | OVCAR-5 | RXF 393 | OVCAR-3
O=C1OC(=O)C2CC(c3ccccc3)=CCC12 (stereo not drawn) | · | 96.1 | 103.7 | 107.1 | 105.7 | 101.7 | 117.1 | 103.3
COc1ccc2cc(-c3ccc(C(=O)N/N=C/c4ccc(OC)c(OC)c4)c(C)n3)ccc2c1 | 108.4 | 109.9 | 96.2 | 96.2 | 109.4 | 102.6 | 103.8 | 106.0
O=C(O)C1=C(C(=O)O)C2C=CC1C2 | 96.7 | 102.0 | 107.0 | 89.7 | 106.9 | 104.2 | 109.7 | 116.0
O=[N+]([O-])c1ccc2c(c1)Cc1ccccc1-2 | 99.0 | · | 94.2 | 82.4 | 98.9 | 91.3 | 109.0 | 102.6
O=C(O)c1ccc(-n2cc(CNc3ccc(Br)cc3)c(-c3ccc(O)cc3)n2)cc1 | · | 100.1 | 99.3 | · | 103.7 | 107.5 | 115.6 | 98.3
CCOC(=O)c1ccc(N2C(=O)CC(n3c(O)c(C=Nc4cccnc4)sc3=S)C2=O)cc1 (stereo not drawn) | 95.2 | 100.0 | 104.8 | · | 99.6 | 102.8 | 95.0 | 113.1

# (more compounds)
SMILES,CAKI-1,TK-10,ACHN,A498,OVCAR-8,OVCAR-5,RXF 393,OVCAR-3
O=C(O)[C@@H]1CCCC[C@@H]1Cl,120.4,95.4,101.0,116.5,94.8,106.9,119.8,101.1
NC(=N\N=C/c1ccc(O)cc1O)/C(N)=N\N=C/c1ccc(O)cc1O,87.9,104.7,100.3,·,146.6,100.1,207.8,114.9
C=C1CC[C@H](C(C)C)[C@@H]2[C@H]1[C@H]1C[C@](C)(O)[C@@H](OCC)CC[C@@](C)(O)[C@@H]2O1,81.0,111.3,96.2,92.1,95.5,84.5,90.7,116.5
Cc1ccc(O)c(C2=NN(c3ccc(S(C)(=O)=O)cc3)C(=O)CC2)c1,77.9,118.3,98.1,·,97.9,101.1,91.4,109.0
CCCCSC1=NCCCS1,105.7,103.8,104.4,121.7,114.8,105.8,102.6,113.1
Oc1c(CN2CCCCC2)ccc2cccnc12,2.1*,48.7&40.8,9.3*,62.9&61.4,23.3&33.1,51.1&68.9,3.7*!,52.7&14.4
COCCOCCOCc1cc2c(cc1Br)OCO2,98.0,89.8,102.3,94.5,98.9,96.7,117.3,106.7
COc1ccc(OC)c(Nc2ncccc2C(=O)NCc2cn(Cc3cccc(Oc4ccccc4)c3)nn2)c1,68.3,104.0,98.3,85.5,88.7,99.0,94.1,95.5
Nc1nc(N)c(N=Nc2ccccc2)c(-c2ccccc2)n1,45.3,55.1,60.4,31.0,77.5,56.9,24.9,67.2
COc1cc(/C=C/c2cc(/C=C/c3ccc(O)c(OC)c3)nc(N)n2)ccc1O,19.2,21.4,13.5,-56.9*,9.3*,5.8*,-63.9*,-7.6*
CCOC(=O)CCn1c(-c2ccccc2)cc(-c2ccccc2)c(C#N)c1=O,83.4,122.8,86.0,62.4,110.5,105.3,108.0,100.7
O=c1oc(NC2CCCCC2)c(N(Cc2ccccc2)Cc2ccccc2)c2ccccc12,76.2,103.5,75.5,83.6,96.0,116.7,92.5,102.6
CCN1CCN(CCOc2ccc(CNc3ccc4nc(CCC(C)C)[nH]c4c3)cc2)CC1,92.5,121.5,104.0,92.3,110.6,98.2,91.4,93.0
COc1cccc(Oc2nc(Nc3ccc(N4CCOCC4)cc3)ncc2NC(=O)Nc2c(Cl)cccc2Cl)c1,·,114.5,92.8,101.2,79.9,108.3,97.8,103.8
COc1ccc(-c2cc(C(=O)Nc3nc4ccc(Cl)cc4s3)nc3cc(-c4ccccc4)nn23)cc1,105.3,·,109.1,104.2,104.1,99.1,101.9,110.9
OCCN(CCO)c1ccccc1CO,103.9,99.7,88.3,97.0,109.3,91.9,122.5,104.4
COC(=O)c1c(C(=O)OC)c2ccc3c4ccccc4ccc3n2c1C(=O)C(C)(C)C,79.6,99.0,77.7,176.5,86.7,93.4,80.3,102.4
Cc1cc(N=NC(N)=O)c2ccccc2c1O,94.1,111.9,89.5,101.2,98.3,132.8,125.5,108.1
O=C(Nc1ccc2ncnc(NNc3nc4ccccc4s3)c2c1)c1ccccc1,·,123.7,66.3,107.5,79.5,90.5,90.1,82.2
Cc1ccc(-c2nnc(SCc3cc(=O)oc4c3ccc3ccccc34)n2-c2ccccc2)cc1,93.2,99.7,103.7,108.9,95.4,98.9,105.6,97.5
NNc1ncccn1,101.9,92.2,104.8,91.7,108.2,108.1,119.7,101.3
CCN(CC)CCNc1ccc(C)c2sc3cc(C)ccc3c(=O)c12,·,57.9,·,84.8,57.0,79.5,59.1,76.6
CCOc1ccc(N2C(=O)CSC2=S)cc1,95.9,110.8,127.6,109.3,106.4,103.0,106.7,103.1
CCCCCCCSCCO,95.8,118.3,115.7,130.9,108.4,112.9,123.2,121.7
O=C(Nc1ccn(C2OC(CO)C(O)C2O)c(=O)n1)c1ccccc1 (stereo not drawn),91.8,105.6,103.5,106.0,114.2,107.1,·,112.3
C=C1CC[C@H]2[C@@](C)(CCC3OC(c4ccc(OCc5cn(CC6OC(OC(=O)c7ccccc7)C(OC(=O)c7ccccc7)C(OC(=O)c7ccccc7)C6OC(=O)c6ccccc6)nn5)cc4)OC[C@]32C)[C@@H]1/C=C/C1=CCOC1=O (stereo partly drawn),88.0,127.5,94.2,·,104.0,101.4,113.4,113.9
OCC1OC(n2cnc3c(N/N=C\c4ccccn4)ncnc32)C(O)C1O (stereo not drawn),·,42.1,11.8,·,23.2,43.3,33.4,24.3
c1ccc(-c2noc(CSc3nc4ccccc4s3)n2)cc1,83.6,125.8,89.8,·,100.3,101.0,113.3,114.1
CCCCC(CC)CNC(c1ccccc1)c1ccccc1 (stereo not drawn),143.6,113.8,109.4,109.0,105.7,112.1,124.6,103.6
COC(=O)CCc1nc(C(=O)OC)c(CCC(=O)OC)nc1C(=O)OC,·,90.0,102.6,96.7,94.6,98.7,109.6,106.3
CCN(CC)CCCNc1nc2ccccc2s1,108.6,97.0,104.3,141.8,100.0,115.5,115.1,119.4
N#Cc1c(Oc2ccc([N+](=O)[O-])cc2)nc2sc3cc(Cl)ccc3n2c1=N,111.0,49.9,100.2,100.5,63.4,119.9,32.6,107.2
O=c1/c(=C/c2ccccc2)sc2nc3ccccc3n12,92.1,·,96.4,90.6,99.9,101.4,124.8,106.1
O=C1C(Br)CCCCC1(c1ccccc1)c1ccccc1 (stereo not drawn),84.6,106.1,92.6,96.5,98.2,87.6,101.2,102.4
COc1cc(/C=C/c2nnc(-c3cc(-c4ccc(F)c(F)c4)n[nH]3)o2)cc(OC)c1OC,105.3,106.9,102.8,92.1,75.3,86.1,94.8,106.0
CCCOC(=O)Nc1cc(C)c(NC(=O)CN(CC)CC)c(C)c1,98.8,102.1,108.3,·,104.3,102.3,121.3,117.6
Ic1sc(I)c(I)c1I,100.6,132.2,99.8,126.9,103.3,141.2,126.4,114.2
COc1ccc(OCC(O)CN2CCN(c3cccc(Cl)c3)CC2)cc1 (stereo not drawn),88.2,103.1,103.0,99.5,100.4,95.8,147.4,99.9
COc1cc(-c2cc(-c3ccccc3)nc3nc(NC(C)=O)nn23)cc(OC)c1OC,80.7,109.5,89.6,114.2,98.5,132.4,92.4,122.6
CCOC(=O)c1c(NCC(=O)Nc2cccc([N+](=O)[O-])c2)sc(C(C)=O)c1C,-30.8*,-22.6*,-13.5*,-75.3*,-8.7*,1.1*,-86.5*,-37.2*
Clc1ccc(C2=Nn3c(N/N=C/c4ccc(-c5ccccc5)cc4)nnc3SC2)cc1,98.4,102.2,101.9,107.4,104.3,111.6,100.4,113.1
CC(=O)C1CCCC1=O (stereo not drawn),100.4,120.6,106.6,91.5,105.9,105.8,93.4,119.9
CCN(CC)c1ccc2cc(C(Nc3cc(OC)ccc3OC)c3nnnn3C(C)(C)C)c(=O)oc2c1 (stereo not drawn),75.5,92.8,94.1,78.3,93.5,98.0,96.8,100.5
O=C(CN1C(=O)S/C(=C\c2cc(Cl)ccc2Cl)C1=O)Nc1ncc(Cc2ccc(Cl)cc2)s1,88.8,97.6,105.9,103.3,104.1,98.6,124.1,109.6
CC(=O)O[C@H]1C[C@@]2(C)[C@@H](C/C(=N/O)[C@H]3[C@@]4(C)CCNC(=O)[C@@H](C)[C@@H]4CC[C@@]32C)/C1=C(\CCC=C(C)C)C(=O)O,94.9,103.4,100.7,95.3,102.1,96.0,107.5,105.6
CC(=C/c1ccccc1)/C=N/N=C(N)N,84.4,85.4,97.1,78.3,87.7,101.4,101.7,92.5
C(#Cc1ccccc1)COCC1CO1 (stereo not drawn),71.7,117.4,98.7,83.6,94.6,87.5,95.5,113.9
Clc1ccc(C2=NN(c3ccccc3)C(c3sc(Cl)nc3Cl)C2)cc1 (stereo not drawn),88.0,86.8,101.6,74.2,95.9,93.1,94.5,95.8
CCCN(CCOC(=O)c1ccc([N+](=O)[O-])cc1)CCOC(=O)c1ccc([N+](=O)[O-])cc1,92.5,105.1,111.4,97.3,102.6,97.9,106.5,103.5
O=C1c2cc(Cl)ccc2-c2c(O)cc(Cl)cc21,90.7,114.5,66.0,108.7,58.4,100.8,68.8,80.0
COc1cc(C)ccc1Oc1nc(Nc2ccc(N3CCOCC3)cc2)ncc1NCc1ccc(OC(F)(F)F)cc1,·,77.2,87.2,91.6,70.7,86.6,96.9,101.8
OCCCCC1COCO1 (stereo not drawn),108.6,118.0,113.2,79.3,106.7,106.0,98.2,127.5
Cc1c(C)c(O)c2c(c1O)C(=O)c1ccccc1C2=O,75.2,126.6,94.0,115.7,117.7,89.8,111.2,116.7
NC(=O)NC(=O)Cc1ccc([N+](=O)[O-])cc1,113.3,108.5,103.1,104.4,110.2,100.3,118.5,112.4
CC(C(=O)c1ccccc1)C(=O)C(F)(F)F (stereo not drawn),·,101.0,·,99.9,105.8,106.0,118.9,121.9

# Compound activity deposited in PubChem BioAssay by NCI.

# This is a subset. The share of hits here may be higher or lower than overall.
